Ba/F3 V617F tox: lowers viability of Ba/F3 cells expressing EpoR and JAK2V617F; AID 1446; inhibition, % at 5.6 µM; hit rate 1.1% among 220,000; ATP luminescence;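 active means inhibition above the campaign mean plus 3 SD over all tested compounds, cut at about 24% in these data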;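 further: cytokine-independent growth of Ba/F3 cells driven by EpoR plus mutant JAK2; 0% = DMSO-treated cells and 100% = JAK inhibitor I control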
S1P4 ag: activates the human S1P4 receptor; S1P4-expressing cell line, agonist reporter assay; activation, % at 4.98 µM; hit rate 0.35% among 220,000; in the data active means activation above about 11%;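 further: 0% = DMSO vehicle and 100% = reference agonist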
PERK inhibitor: human PERK inhibition, primary cell-based screen; Q9NZJ5; CHO PERK-DD fusion, SEAP luminescence translation reporter; inhibition, % at 5.6 µM; hit rate 0.17% among 220,000;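 active means inhibition above the mean inhibition of all tested compounds plus 3 SD, set separately per screening campaign, cut at about 2.9% in these data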;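 further: PERK kinase domain activated by AP20187 dimerizer at 100 nM; 0% = DMSO with dimerizer and 100% = rapamycin at 8.4 µM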
eIF4E 4G PPI: blocks eIF4E binding to eIF4G; P63073+Q04637; TR-FRET eIF4E-eIF4GI(517-606) binding, 2 h; inhibition, % at 21.7 µM; hit rate 0.37% among 220,000; AID 782;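 active means inhibition above about 30%, limit read from the data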;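 further: 0% = full FRET control wells and 100% = background wells lacking eIF4GI fragment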
Mdm2 ligase inh: Mdm2 E3 ligase (human) inhibition; Q00987; cell-based MDM2 ubiquitination luciferase reporter, 2 h; 0 = plate control, 100 = twice control, blank-subtracted; signal enhancement, % at 5 µM; hit rate 0.11% among 210,000; AID 1230;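 active means signal enhancement of 30% or more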;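 further: luminescence tracks abundance of the self-degrading MDM2-luciferase fusion protein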
Target sequence (Q00987 whole entry, looked up, the tested form may be a part): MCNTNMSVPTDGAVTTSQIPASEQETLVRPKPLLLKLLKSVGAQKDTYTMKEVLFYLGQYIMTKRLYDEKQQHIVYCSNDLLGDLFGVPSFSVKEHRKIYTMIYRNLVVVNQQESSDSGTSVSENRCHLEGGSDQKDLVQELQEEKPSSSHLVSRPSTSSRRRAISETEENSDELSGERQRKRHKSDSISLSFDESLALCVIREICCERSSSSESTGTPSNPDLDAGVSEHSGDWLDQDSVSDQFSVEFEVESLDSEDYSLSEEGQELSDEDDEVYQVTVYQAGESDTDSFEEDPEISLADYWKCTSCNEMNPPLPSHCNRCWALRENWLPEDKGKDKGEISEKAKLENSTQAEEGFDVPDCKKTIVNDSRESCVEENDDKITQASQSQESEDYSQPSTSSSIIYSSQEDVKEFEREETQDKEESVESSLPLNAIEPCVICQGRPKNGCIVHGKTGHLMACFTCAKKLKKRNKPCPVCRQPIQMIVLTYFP
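Buffer or medium: Cells held in DMEM | Assay system: Stable mammalian line carrying autodegrading MDM2–luciferase fusion reporter | Quantity: 2000 cells/well | Times: 4 h settle plus 2 h compound, 37 °C | Doses: One concentration, 5 µM, with 0.2% DMSO | Technique: Luminescence with SteadyLite reagent, 15 min at room temperature | Benchmarks: Plate controls and plate blanks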
BaF3 tox: parental Ba/F3 viability inhibition as JAK2V617F counter-screen. AID 1486. hit rate 1.1% among 220,000. CellTiter-Glo ATP luminescence. inhibition, % at 5.6 µM;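 active means inhibition above a per-campaign cutoff, the mean inhibition of all tested compounds plus 3 SD, cut at about 27% in these data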;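 further: 0% = DMSO wells and 100% = JAK Inhibitor I control wells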
NPY2 pot ag: potentiates or activates human NPY-Y2 receptor | P49146 | cells expressing NPY-Y2, potentiator/agonist read-out | activation, % at 3.6 µM | hit rate 0.45% among 220,000 | AID 1359; in the data active means activation above about 27%;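 further: cells stimulated with NPY near EC25 plus isoproterenol at EC100; 0% = vehicle plus submaximal agonist and 100% = vehicle plus saturating agonist; some results beyond the cut were filed as inactive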
Wee1 stabilizer: inhibitors of human Wee1 degradation; P30291; HeLa Luc-Wee1K328M stability, luciferase luminescence; 100% = proteasome inhibitor MG132 effect; reporter increase, % at 5 µM; hit rate 1.2% among 220,000;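 active means activation above the mean of all tested compounds plus 3 SD, set per screening run, cut at about 8.8% in these data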;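 further: cells exposed to compound for 20 h before luminescence read; 0% = DMSO alone and 100% = MG132 at 30 µM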
Target sequence (P30291 whole entry K328M): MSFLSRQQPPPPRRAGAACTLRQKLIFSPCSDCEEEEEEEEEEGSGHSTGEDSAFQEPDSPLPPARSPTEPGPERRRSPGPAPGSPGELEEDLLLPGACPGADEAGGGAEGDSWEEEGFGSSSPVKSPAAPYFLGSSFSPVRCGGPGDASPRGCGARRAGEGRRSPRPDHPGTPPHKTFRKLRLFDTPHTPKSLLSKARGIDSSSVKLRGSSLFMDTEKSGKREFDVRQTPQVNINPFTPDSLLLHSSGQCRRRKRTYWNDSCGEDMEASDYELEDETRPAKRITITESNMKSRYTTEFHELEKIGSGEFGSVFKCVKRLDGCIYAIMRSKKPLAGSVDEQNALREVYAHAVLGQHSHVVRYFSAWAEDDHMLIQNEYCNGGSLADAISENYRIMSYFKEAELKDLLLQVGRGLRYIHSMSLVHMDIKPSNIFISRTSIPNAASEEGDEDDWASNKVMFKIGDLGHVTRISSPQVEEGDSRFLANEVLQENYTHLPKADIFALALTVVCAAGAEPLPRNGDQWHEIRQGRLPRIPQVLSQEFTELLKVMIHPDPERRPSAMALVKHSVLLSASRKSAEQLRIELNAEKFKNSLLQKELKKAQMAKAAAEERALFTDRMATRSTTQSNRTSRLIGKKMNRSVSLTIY
S1P4 antagonist: human S1P4 receptor antagonism; O95977; inhibition, % at 4.98 µM; S1P4-expressing cells, antagonist mode, reporter read-out; AID 1510; hit rate 0.26% among 220,000; in the data active means inhibition above about 29%;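 further: 0% = wells stimulated with agonist and 100% = vehicle wells without agonist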
Active calls of the source: *; x = not tested or not shown; [ ] = dose if it differs, or a comment.

Order of results – Ba/F3 V617F tox	NPY2 pot ag	BaF3 tox	S1P4 ag	PERK inhibitor	eIF4E 4G PPI	Mdm2 ligase inh	Wee1 stabilizer	S1P4 antagonist
- Cc1ccc(Nc2nnc(SC3CCOC3=O)s2)c(C)c1 (centres undefined)
→ -1	11	3	0.3	0.9	0	6	-3	10
- COc1ccccc1CC(NC(C)=O)C(=O)NC1CCN(C(=O)c2ccc([N+](=O)[O-])cc2)CC1 (centres undefined)
→ -4	-10	0	0.0	0.8	2	x	2	-10
- O=C(c1cnn2c(C(F)(F)F)cc(-c3ccc(Br)cc3)nc12)N1CCOCC1
→ -1	-5	0	-0.9	0.5	13	-19	5	-8
- N#C/C(=C/c1cn(-c2ccccc2)nc1-c1cccc(S(=O)(=O)N2CCCC2)c1)C(=O)NCc1ccco1
→ -3	3	3	1.6	0.0	8[fluorescence artefact?]	-8	-3	-3
- CCCCNc1nc(-c2ccccc2)nc(-n2ccnc2)n1
→ -5	21	2	-2.0	0.3	0	-6	-1	-6
- CCO[C@H]1OC(C(=O)N2CCN(Cc3ccccc3)CC2)=C[C@@H](c2cn(C(C)=O)c3ccccc23)[C@@H]1CCCO
→ 3	-9	0	-0.4	-0.4	0	x	3	-12
- COc1cc(-c2nc(-c3ccc(NC(=O)c4ccc5c(c4)OCO5)cc3)no2)cc(OC)c1OC
→ -4	-5	1	-0.8	0.0	-2	3	0	-15
- CCOC(=O)c1ccc(Nc2nc(C)cc(C)c2C#N)cc1
→ -3	-10	4	-2.0	0.6	5	-3	-1	-10
- Cn1c(N2CCC(C(N)=O)CC2)nc2c1c(=O)n(Cc1ccc(Cl)cc1)c(=O)n2C
→ -1	-5	-1	1.1	-0.6	7	7	2	-1
- CCOc1cc(/C=C2\C(=O)N(c3cccc(C(F)(F)F)c3)C(=O)c3ccccc32)ccc1O
→ 0	6	0	3.4	0.1	6	-11	0	-5
- Cn1c(=O)cc(OCCCC(=O)N2CCN(c3ccccc3)CC2)c2ccccc21
→ -5	-11	1	2.0	-1.2	5	-8	-1	2
- O=C(Nc1ccc(Cl)cc1-c1nc2ccccc2s1)c1ccco1
→ -3	-4	0	2.0	1.3	0	-38	-1	-16
- COc1ccccc1N1CCN(c2nc(N)c(C#N)c(CC#N)c2C#N)CC1
→ 0	-9	6	0.0	-1.2	0	0	-2	-13
- O=C(/C=N/O)Nc1ccccc1C(=O)O
→ 1	3	3	-0.5	0.3	4	-2	-2	-12
- Cc1ccc(OCCOc2ccc(Br)cc2)c([N+](=O)[O-])n1
→ -3	8	1	1.5	2.2	2[fluorescence artefact?]	-20	8	-18
- O=C(NCCc1ccccn1)C1CCN(S(=O)(=O)c2ccc3ccccc3c2)CC1
→ -6	-1	3	1.3	-0.3	1	-11	-2	-6
- c1ccc(-n2ncc3c(N4CCCC4)ncnc32)cc1
→ -3	-1	3	-0.4	0.2	-5[fluorescence artefact?]	0	5	-7
- O=S(=O)(NCc1ccccc1)c1ccc(Cl)c(S(=O)(=O)NCc2ccccc2)c1
→ -4	0	4	-3.6	-0.7	3	-12	-2	-1
- CN(c1ccccc1)S(=O)(=O)c1cccc(NC(=O)c2ccc3ncsc3c2)c1
→ 3	2	-2	-0.9	-1.7	3	-8	-1	-15
- CCOc1ccccc1NS(=O)(=O)c1ccc(Br)s1
→ -5	-9	0	-1.0	1.5	-5	-2	-1	-40
- COc1ccc(OC(=O)CCCN2C(=O)c3ccccc3C2=O)cc1
→ 2	-12	6	1.6	0.0	0	5	-1	-4
- S=C(NCCc1ccccc1)N1CCN(C(c2ccccc2)c2ccccc2)CC1
→ -2	-6	5	2.2	-0.8	-1	-2	-2	-6
- COC(=O)c1ccc(C2C3=C(Nc4nnnn42)c2ccccc2OC3)cc1 (centres undefined)
→ -4	-14	2	2.2	-0.9	7	1	-1	-8
- COc1cc(/C=C2\SC(=S)N(CC(=O)Nc3ccc(O)cc3)C2=O)cc(OC)c1OC
→ 0	15	6	0.7	0.9	3	-2	-1	4
- COc1cccc(C(=O)N(Cc2ccc(N(C)C)cc2)C2CCS(=O)(=O)C2)c1 (centres undefined)
→ -3	4	6	0.8	-1.0	1[fluorescence artefact?]	-9	-3	11
- Cc1cc(NC(=O)NN2CCOCC2)nn1-c1c(Cl)cc(Cl)cc1Cl
→ -3	2	0	0.5	0.3	-2	-11	-1	10
- C/C(=N/NC(=S)Nc1ccccc1)c1ccc2c(c1)OCO2
→ -3	3	1	0.9	0.1	19	9	0	0
- CCCOc1ccc(N2C(=O)CC(N(O)c3ccccc3)C2=O)cc1 (centres undefined)
→ 1	-6	6	-1.6	0.7	-5	-12	-1	-6
- Cc1cc(C)c(OCC(=O)N/N=C/c2ccc3c(c2)OCO3)c(C)c1
→ 4	-2	9	2.0	0.7	2[fluorescence artefact?]	-12	1	-16
- CCOc1cc(CNC(=O)CN2C(=O)c3ccccc3S2(=O)=O)ccc1OC
→ -1	14	9	-0.2	0.2	4	2	0	-5
- C/C(=N/NC(=O)c1ccoc1C)c1ccc(NC(=O)c2ccncc2)cc1
→ -2	9	-1	-1.5	0.5	1	5	0	1
- Cc1nn(CCCC(=O)N2CCN(c3ccc(F)cc3)CC2)c(C)c1[N+](=O)[O-]
→ 3	-1	4	0.8	-0.6	-4	-6	-3	-18
- OCC1CCCN(C(=S)NCCc2ccccc2)C1 (centres undefined)
→ -4	17	-1	0.8	-0.3	-3	-11	4	2
- NS(=O)(=O)c1ccc(CCNC(=O)CN2CCN(c3ccccc3F)CC2)cc1
→ -5	-1	6	1.2	0.7	3[fluorescence artefact?]	7	4	6
- CCNCc1cc([N+](=O)[O-])ccc1OCC
→ -3	9	0	3.6	1.0	6	-3	-2	-2
- Cc1snc(SCC(=O)c2ccc([N+](=O)[O-])cc2)c1C#N
→ 1	8	5	0.1	-0.7	8	-2	1	9
- CC/C(=N/OC(=O)c1cccc(C)c1)C(=O)c1cccs1
→ 1	0	5	1.4	0.3	5	-8	1	3
- C=CCCC(=O)Nc1nc(C)c(-c2csc(Nc3cccc(OC)c3)n2)s1
→ 3	25	1	1.4	-0.8	3	-12	-2	-15
- COc1ccc(C(=O)c2ccccc2Cl)cc1OC
→ 3	5	11	-1.6	0.5	3	-2	0	12
- Cc1ccc(NC(=O)CN2C(=O)C3C4C=CC(C4)C3C2=O)cc1S(=O)(=O)N(C)C (centres undefined)
→ -1	-11	2	-1.0	0.2	-2	1	-2	0
- O=C(c1ccc(F)cc1)N1CCN(c2ccc([N+](=O)[O-])cc2-n2cccc2)CC1
→ 6	-34	-4	-0.8	-2.4	0	-15	-4	9
- CCN(CC)CCCNC(=O)c1nn(-c2cccc(OC)c2)c(=O)c2ccccc12
→ -1	6	0	0.9	-1.1	1	3	-1	-5
- O=C(CCCC(=O)NCCc1ccccc1)NCCc1ccccc1
→ 4	-3	8	1.0	0.5	2	-2	1	2
- COCCCn1c(=NC(=O)c2ccccc2)c(C#N)cc2c(=O)n3cccc(C)c3nc21
→ 0	-11	4	3.7	-1.0	0	-22	-3	16
- COc1cccc(CNc2ccccc2O)c1OCc1ccccc1F
→ 3	3	8	-2.0	-0.3	5	-8	-1	-25
- Cc1nn(CCC(=O)NNC(=S)Nc2ccc(F)cc2)c(C)c1Br
→ -1	2	6	-0.3	0.2	-1[fluorescence artefact?]	-2	-1	-8
- CCn1nnnc1NC(=O)c1cccc(OC)c1
→ 2	9	5	0.9	1.0	5	11	-3	-17
- COc1ccc(/C=C(\C#N)C(=O)Nc2ccc3[nH]c(=O)[nH]c3c2)cc1
→ -5	-16	-2	0.1	0.6	-2	x	-2	-6
- Cc1ccc(N2C(=O)NC(NC(=O)C3CC3)(C(F)(F)F)C2=O)cc1 (centres undefined)
→ -1	0	5	0.4	0.8	0	-4	4	-12
- CCOc1ccc(N2CC(C(=O)NCCCN3CCOCC3)CC2=O)cc1 (centres undefined)
→ 4	7	4	-1.3	0.1	-2	9	2	-16
- CC(NCc1ccc(S(N)(=O)=O)cc1)C(=O)N1CCc2ccccc21 (centres undefined)
→ 2	0	-19	0.8	0.6	-3	x	0	-9
- CN1CCN(c2nc(-c3ccccc3)cc(C(F)(F)F)n2)CC1
→ -1	-8	0	0.9	0.9	5	-15	0	-14
- CCN(CC)C(=O)CSCc1cnn(-c2ccccc2)c1-n1cccc1
→ -4	1	3	0.3	-0.3	-3	-22	16*	-10
- Cc1ccc(N2CCN(/N=C/c3sccc3C)CC2)cc1
→ 1	-15	3	-1.0	0.8	2[fluorescence artefact?]	4	-1	4
- Cc1ccccc1CSCC(=O)Nc1ccccc1-c1ccccc1
→ 5	-18	8	-1.5	-0.5	-8	-87	1	-3
- Cc1nn(C)cc1C(C(=O)NC1CCCCC1)N(C(=O)Cn1nnc2ccccc21)c1ccc(F)cc1 (centres undefined)
→ -3	15	3	-2.7	0.0	7	-5	2	-8
- CCCCNC(=O)c1ccc(N2CCOCC2)c(NS(=O)(=O)c2ccc(OC)cc2)c1
→ -1	6	6	-0.1	-0.6	0	-6	2	5
- CCC(CC)C(=O)N1CCN(c2cccc(C)c2C)CC1
→ 2	0	5	3.8	0.1	-7[fluorescence artefact?]	-17	-2	-21
- O=C(CSc1ccccc1)Nc1cccc(NC(=O)c2ccco2)c1
→ -2	-5	4	0.5	1.5	-10	-16	5	-1
- Cc1ccc(CN2C(=O)/C(=C\c3ccc(C(=O)NCc4cccnc4)cc3)Oc3ccccc32)cc1
→ -4	1	-2	4.5	1.0	4[fluorescence artefact?]	-2	-3	-12

No new results follow: an excerpt of the list.
Order of results – Ba/F3 V617F tox	NPY2 pot ag	BaF3 tox	S1P4 ag	PERK inhibitor	eIF4E 4G PPI	Mdm2 ligase inh	Wee1 stabilizer	S1P4 antagonist
- Cc1nn(CCC(=O)NNC(=S)Nc2ccc(F)cc2)c(C)c1Br
→ -1	2	6	-0.3	0.2	-1[fluorescence artefact?]	-2	-1	-8
- CCn1nnnc1NC(=O)c1cccc(OC)c1
→ 2	9	5	0.9	1.0	5	11	-3	-17

(list continues)
Order of results – Ba/F3 V617F tox	NPY2 pot ag	BaF3 tox	S1P4 ag	PERK inhibitor	eIF4E 4G PPI	Mdm2 ligase inh	Wee1 stabilizer	S1P4 antagonist
- OCC12COC(c3ccccc3)N1C(c1ccccc1)OC2 (centres undefined)
→ -2	12	3	0.5	1.2	5	-3	1	-20
- Cc1cc(=O)oc2ccc(OC(=O)c3cccc(S(=O)(=O)N4CCOCC4)c3)cc12
→ 0	18	4	1.6	0.3	1	-4	0	-13
- Nc1nc(CN2CCN(c3ccccn3)CC2)nc(Nc2ccc(F)cc2)n1
→ 4	8	7	-0.2	0.6	-1	-18	-1	0
- O=C(N/C(=C/c1cccc([N+](=O)[O-])c1)C(=O)N1CCCCCC1)c1cccs1
→ 2	-10	5	-0.8	0.0	-3	-2	1	-17
- CC(=O)c1ccc(N2CCN(C(=O)/C=C/c3ccc(S(=O)(=O)N4CCOCC4)cc3)CC2)cc1
→ -1	-1	6	0.3	0.3	2	-10	4	-11
- CC(C)=CCN1CCN(C/C(Cl)=C/c2ccccc2)CC1CCO (centres undefined)
→ 0	-14	1	2.2	-2.2	-2	-12	-3	1
- CCN1CCN(c2ncnc3c2c(-c2ccccc2)cn3-c2ccc(F)cc2)CC1
→ 5	-34	4	-0.1	0.2	1	-14	1	-15
- COC(=O)c1ccc2nc(C)cc(Nc3ccccc3C)c2c1
→ -1	-27	-1	0.8	1.0	2	-2	0	10
- COc1ccc(NC(=O)Cn2nnc(-c3ccc(CN4CCOCC4)cc3)n2)c(OC)c1
→ 4	5	2	0.9	-0.5	1	-9	0	5
- CCOC(=O)c1ccc2c(c1)N(CC(=O)N1CCCC1)C(=O)C(C)(C)O2
→ -1	2	6	-1.6	-0.5	0	-5	0	-8
